Screening data as filed in PubChem.
PAD4 FP inh = PAD4 (human) enzyme inhibition | recombinant PAD4, RCA probe fluorescence polarization | inhibition, % at 6.36 µM | actives 0.41% (n = 330,000) | Q9UM07;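 active = percent inhibition above a cutoff equal to the mean of all tested compounds plus 3 SD, cut at about 15% in these data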;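 note: 0% = PAD4 with RCA probe and DMSO and 100% = probe without PAD4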
PAFAH1B3 FP inh = inhibitors of human PAFAH1B3. Q15102. recombinant PAFAH1B3, FP-rhodamine probe, fluorescence polarization. inhibition, % at 3.39 µM. actives 0.28% (n = 340,000). AID 492972;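 active = inhibition above the screen-wide average of all tested compounds plus 3 SD, cut at about 25% in these data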;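 note: 0% = enzyme with DMSO only and 100% = wells lacking PAFAH1B3 protein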
Target sequence (Q15102 whole entry, looked up): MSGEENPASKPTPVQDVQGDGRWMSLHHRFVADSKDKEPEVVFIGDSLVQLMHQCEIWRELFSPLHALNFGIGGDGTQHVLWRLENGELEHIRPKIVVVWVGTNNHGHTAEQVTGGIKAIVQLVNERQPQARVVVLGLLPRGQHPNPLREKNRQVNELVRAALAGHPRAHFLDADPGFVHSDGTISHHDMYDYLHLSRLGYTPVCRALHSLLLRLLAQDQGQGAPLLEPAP
ZTA counter = counter-screen for EBNA-1 inhibitors: inhibitors of Epstein-Barr virus ZTA. ZTA-DNA binding, fluorescence polarization. inhibition, % at 11 µM. actives 0.15% (n = 320,000); in the data active = inhibition above about 33%
Target sequence (P03206 whole entry, looked up): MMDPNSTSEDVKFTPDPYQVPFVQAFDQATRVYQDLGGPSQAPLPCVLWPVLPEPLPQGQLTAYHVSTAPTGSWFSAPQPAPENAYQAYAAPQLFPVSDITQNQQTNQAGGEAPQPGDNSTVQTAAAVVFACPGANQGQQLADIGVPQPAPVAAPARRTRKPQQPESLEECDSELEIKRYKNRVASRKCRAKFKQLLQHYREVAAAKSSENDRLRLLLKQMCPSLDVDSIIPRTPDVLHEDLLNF
PAFAH2 inh = inhibitors of human PAFAH2. Q99487. recombinant PAFAH2, FP-rhodamine activity probe, fluorescence polarization. inhibition, % at 3.39 µM. actives 0.99% (n = 340,000). AID 492956;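 active = inhibition above the mean over all tested compounds plus 3 SD, cut at about 30% in these data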;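 note: inhibitors block probe labeling of enzyme so polarization drops; 0% = enzyme with DMSO and 100% = wells lacking PAFAH2 protein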
LYPLA1 counter = blocks human lysophospholipase 1, a PME1 counter-screen. O75608. recombinant LYPLA1, FP-Rh probe fluorescence polarization. inhibition, % at 5.9 µM. actives 0.16% (n = 320,000). AID 2174;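 active = inhibition above the mean of all tested compounds plus 3 SD, set per campaign, cut at about 14% in these data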;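 note: inhibitors block serine hydrolase probe labeling of LYPLA1 so polarization falls; 0% = enzyme with DMSO and 100% = wells lacking LYPLA1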
Target sequence (O75608 whole entry, looked up): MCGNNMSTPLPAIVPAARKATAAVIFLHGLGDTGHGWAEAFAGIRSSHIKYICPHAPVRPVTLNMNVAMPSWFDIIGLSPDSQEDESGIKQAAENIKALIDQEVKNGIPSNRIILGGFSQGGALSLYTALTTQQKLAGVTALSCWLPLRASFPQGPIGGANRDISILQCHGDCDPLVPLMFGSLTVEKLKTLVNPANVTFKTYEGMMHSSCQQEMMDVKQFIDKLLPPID
GSTO1 inh = counter-screen for RBBP9 inhibitors: inhibitors of human GSTO1; inhibition, % at 5.96 µM; recombinant GSTO1, activity-based probe fluorescence polarization; P78417; AID 1974; actives 1.1% (n = 300,000);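 active = inhibition above the campaign mean inhibition plus 3 SD, cut at about 35% in these data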;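 note: 0% = GSTO1-1 with DMSO and 100% = wells lacking GSTO1-1 enzyme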
EBNA-1 inhibitor = blocks EBNA-1 binding to DNA; EBNA-1 DNA binding, fluorescence polarization; inhibition, % at 14.8 µM; actives 0.34% (n = 300,000); in the data active = inhibition above about 28%
PREPL inh = inhibits the human prolyl oligopeptidase-like enzyme; Q4J6C6; recombinant PREPL, fluorescence polarization activity-based probe; inhibition, % at 5.96 µM; actives 0.68% (n = 320,000); in the data active = inhibition above about 43%;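 note: 0% = enzyme with DMSO and 100% = wells lacking enzyme; many of its hits are not listed in these tables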
LYPLA2 inh = LYPLA2 (human) inhibition in PME1 counter-screen. O95372. recombinant LYPLA2, FP-Rh probe fluorescence polarization. inhibition, % at 5.9 µM. actives 0.38% (n = 320,000). AID 2177;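 active = inhibition above the screen-wide mean plus 3 SD, limit set per campaign, cut at about 26% in these data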;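 note: 0% = LYPLA2 with DMSO and 100% = wells lacking LYPLA2 enzyme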
Target sequence (O95372 whole entry, looked up): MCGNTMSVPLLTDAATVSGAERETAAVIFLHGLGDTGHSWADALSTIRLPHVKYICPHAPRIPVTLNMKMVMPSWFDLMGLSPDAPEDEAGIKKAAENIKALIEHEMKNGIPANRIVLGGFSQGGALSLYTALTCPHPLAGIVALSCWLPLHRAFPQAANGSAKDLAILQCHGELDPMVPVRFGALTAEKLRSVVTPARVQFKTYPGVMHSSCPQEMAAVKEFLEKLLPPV
Starred values were filed as active, the others as inactive; / = not tested or not shown.

1. C=C(C)CCC1(C)NC(=O)N(c2ccccc2)N1 (stereo not drawn)
2. Cc1occc1C(=O)N/N=C/c1ccc(-c2ccccc2)cc1
3. O=C1NCN(c2ccccc2)C12CCN(c1nnnn1-c1ccccc1)CC2
4. Cc1cc(=O)oc2c(CN3CCCC3)c(O)ccc12
5. Cc1ccccc1CS(=O)(=O)c1cnc2ccccc2n1
6. N[C@@H](CO)c1nnc([C@H](Cc2ccc(O)cc2)NC(=O)C2CCNCC2)o1
7. C=CCn1c(C)c(C(C)=O)c(SC)nc1=S
8. CCOc1cc(NC(=S)NC)c(OCC)cc1NC(=O)c1ccco1
assay / entry | 1 | 2 | 3 | 4 | 5 | 6 | 7 | 8
PAD4 FP inh | 1 | -2 | 6 | -2 | -1 | 3 | -5 | 1
PAFAH1B3 FP inh | 5 | -6 | 8 | 8 | 2 | 12 | 2 | 11
ZTA counter | -4 | -15 | 4 | 12 | 0 | -6 | 12 | -11
PAFAH2 inh | 7 | -2 | 9 | -2 | -12 | -2 | -1 | -12
LYPLA1 counter | 3 | -6 | 1 | 0 | -2 | -4 | 1 | -3
GSTO1 inh | 8 | -4 | 8 | 2 | -5 | -2 | -1 | 5
EBNA-1 inhibitor | -6 | 12 | 0 | -3 | 4 | 1 | -1 | 3
PREPL inh | 8 | -14 | 13 | 12 | 6 | 0 | 14 | 1
LYPLA2 inh | 6 | -10 | -5 | -1 | -1 | -1 | 6 | -1

9. COc1cc(/C=N/NC(=O)c2ccncc2)cc(OC)c1OC
10. COC(=O)[C@@]1(Cc2ccccc2)C=C[C@@H](C)N1C(C)=O
11. COc1ccc(C)c(Cn2c(-c3nonc3N)nc3ccccc32)c1
12. Cc1cc(=O)[nH]c(N2CCN(Cc3ccccc3)CC2)n1
13. CCN(C(=O)CSc1n[nH]c(N)n1)c1cccc2ccccc12
14. Cc1nc2c(-c3ccc(F)cc3)c(C)nn2c(N2CCOCC2)c1C
15. CC(=O)Nc1ccc(C(=O)OCC(=O)c2ccc(F)cc2)cc1
16. O=C(CSc1ccccc1)Nc1nccs1
assay / entry | 9 | 10 | 11 | 12 | 13 | 14 | 15 | 16
PAD4 FP inh | 0 | -2 | -7 | -2 | -1 | -2 | -6 | 0
PAFAH1B3 FP inh | 7 | -3 | -6 | 3 | 3 | -3 | 5 | 2
ZTA counter | 4 | 10 | -3 | 10 | / | 4 | 0 | -8
PAFAH2 inh | 0 | 3 | -12 | 7 | 2 | 1 | 38* | 8
LYPLA1 counter | 0 | 8 | -5 | -1 | / | 0 | -1 | -1
GSTO1 inh | -3 | 4 | -1 | 12 | / | 4 | 0 | 4
EBNA-1 inhibitor | 0 | 9 | 9 | 0 | / | -3 | -6 | 12
PREPL inh | -5 | -14 | -7 | 8 | 1 | -2 | 9 | -2
LYPLA2 inh | 0 | 5 | -5 | 2 | / | -1 | -2 | 0

17. CCC(CC)N1CCN(CCc2ccccc2)C(CCO)C1 (stereo not drawn)
18. CCOc1ccc(NS(=O)(=O)c2ccc(C(=O)NCc3ccccn3)cc2)cc1
19. COc1ccc(C(=O)COC(=O)c2cc(=O)[nH]c3ccccc23)c(OC)c1
20. Cc1ccc(C(=O)NNC(=O)c2cc(C)nc3ccccc23)cc1
21. COc1ccc(-c2csc(NC(=O)CSCC(=O)Nc3cc(C)on3)n2)cc1OC
22. CCOC(=O)c1nc(C)nc(Sc2n[nH]c(-c3ccccc3)n2)c1C
23. Cc1noc(C)c1C(=O)Nc1ccc(-n2ccc(C(F)(F)F)n2)cc1
24. C[C@@]12C(=O)Nc3cc(Cl)ccc3C(=O)N1[C@H]1c3cc(Br)ccc3OC[C@@H]1[C@@H]2c1ccccc1
assay / entry | 17 | 18 | 19 | 20 | 21 | 22 | 23 | 24
PAD4 FP inh | -3 | 6 | -3 | -1 | 0 | 3 | 1 | -6
PAFAH1B3 FP inh | 5 | 8 | 4 | 4 | -1 | 2 | 5 | -32
ZTA counter | -18 | 19 | 8 | -7 | 14 | 2 | 15 | -6
PAFAH2 inh | -9 | 14 | 5 | 3 | 1 | 1 | -3 | -41
LYPLA1 counter | 2 | 0 | 3 | 0 | -1 | 4 | 2 | -22
GSTO1 inh | -10 | 8 | 5 | / | -2 | 3 | -1 | -17
EBNA-1 inhibitor | -2 | 4 | 7 | / | -1 | 3 | 6 | -11
PREPL inh | 12 | -5 | -6 | 17 | 12 | 3 | 3 | 1
LYPLA2 inh | 6 | -2 | 0 | -2 | -2 | 3 | 3 | -45

Random excerpt: 5 compounds from above.
23. Cc1noc(C)c1C(=O)Nc1ccc(-n2ccc(C(F)(F)F)n2)cc1
21. COc1ccc(-c2csc(NC(=O)CSCC(=O)Nc3cc(C)on3)n2)cc1OC
17. CCC(CC)N1CCN(CCc2ccccc2)C(CCO)C1 (stereo not drawn)
18. CCOc1ccc(NS(=O)(=O)c2ccc(C(=O)NCc3ccccn3)cc2)cc1
20. Cc1ccc(C(=O)NNC(=O)c2cc(C)nc3ccccc23)cc1
assay / entry | 23 | 21 | 17 | 18 | 20
PAD4 FP inh | 1 | 0 | -3 | 6 | -1
PAFAH1B3 FP inh | 5 | -1 | 5 | 8 | 4
ZTA counter | 15 | 14 | -18 | 19 | -7
PAFAH2 inh | -3 | 1 | -9 | 14 | 3
LYPLA1 counter | 2 | -1 | 2 | 0 | 0
GSTO1 inh | -1 | -2 | -10 | 8 | /
EBNA-1 inhibitor | 6 | -1 | -2 | 4 | /
PREPL inh | 3 | 12 | 12 | -5 | 17
LYPLA2 inh | 3 | -2 | 6 | -2 | -2

Carrying on.
25. Cc1ccc(C2=NN(S(C)(=O)=O)C(c3ccc4c(c3)OCO4)C2)cc1 (stereo not drawn)
26. O=C(c1cc(F)ccc1F)C1CCCN(C(=O)c2ccc3nccnc3c2)C1 (stereo not drawn)
27. Cc1nc(-c2ccccc2)cc(-c2ccccc2)n1
28. CN(Cc1ccccc1F)Cc1cc(=O)oc2cc(O)c(Cl)cc12
29. CC(C)=CCN1CCN(Cc2nc(-c3ccc(F)cc3)cs2)CC1CCO (stereo not drawn)
30. O=C(c1cn(CC(=O)N2CCCC2)c2ccccc12)C1CCCCC1
31. COc1cccc(N2C(=O)CC(N3CCc4ccccc4C3)C2=O)c1 (stereo not drawn)
32. Cc1ccc(C(=O)O/N=C/c2c(C(F)(F)F)nn(C)c2Sc2ccc(Cl)cc2)cc1
assay / entry | 25 | 26 | 27 | 28 | 29 | 30 | 31 | 32
PAD4 FP inh | -3 | -1 | -2 | -1 | -5 | -2 | -5 | -4
PAFAH1B3 FP inh | 12 | 5 | 5 | 4 | 2 | 7 | -3 | 0
ZTA counter | 5 | -11 | 9 | 3 | 4 | 13 | -4 | 3
PAFAH2 inh | 4 | 6 | 6 | 3 | -4 | 0 | -3 | 1
LYPLA1 counter | -5 | 3 | -2 | 3 | 4 | 6 | 2 | 0
GSTO1 inh | 2 | -5 | -2 | 3 | 2 | -4 | 9 | -3
EBNA-1 inhibitor | -3 | -9 | 3 | 8 | -6 | 1 | 0 | -2
PREPL inh | -40 | 15 | 2 | 7 | 29 | -2 | 4 | -1
LYPLA2 inh | -6 | 7 | -3 | 10 | 11 | -1 | 1 | 1

33. CCCn1nc(C(=O)Nc2ccc3nc(C)sc3c2)c2ccccc2c1=O
34. CCCN1CCC(=O)N([C@H](CSc2ccc(OC)cc2)Cc2ccccc2)CC1
35. O=C(NC1CCCC1)C(c1ccncc1)N(C(=O)c1ccco1)c1ccc(Cl)cc1 (stereo not drawn)
36. Cc1ccc(S(=O)(=O)Oc2ccc3c(c2)O/C(=C\c2cccnc2)C3=O)cc1
37. N#Cc1nc(COc2cccc(Cl)c2)oc1NCCN1CCOCC1
38. Cn1cnnc1SCC(=O)Nc1ccc(N2CCCCC2)cc1
39. N#Cc1cc2c(nc1SCC(=O)Nc1nccs1)CCCCC2
40. Cc1cc(C)c2c(n1)nn1c(NCCN3CCOCC3)cc(C)nc21
assay / entry | 33 | 34 | 35 | 36 | 37 | 38 | 39 | 40
PAD4 FP inh | 3 | 1 | -6 | 1 | -7 | -5 | 2 | -3
PAFAH1B3 FP inh | 7 | 3 | -4 | 11 | 1 | -2 | -1 | 6
ZTA counter | -3 | -9 | 7 | -10 | -9 | -2 | -2 | 10
PAFAH2 inh | -1 | 3 | 1 | 2 | -2 | 4 | -11 | 5
LYPLA1 counter | -7 | 1 | -1 | -1 | 1 | 1 | -5 | -4
GSTO1 inh | -19 | 2 | -7 | 10 | 14 | / | 4 | -5
EBNA-1 inhibitor | -3 | -4 | -4 | 5 | -3 | / | 30* | 0
PREPL inh | -6 | -20 | 2 | 7 | 17 | 4 | 18 | 5
LYPLA2 inh | 4 | 2 | 3 | 0 | -2 | 4 | -13 | -3

41. CC(NC(=O)COC(=O)c1cc(Cl)nc(Cl)c1)c1ccccc1 (stereo not drawn)
42. Fc1ccc(/C=C/c2nnc(-c3cccs3)o2)cc1
43. Cc1csc(NC(=O)C2CCCCC2C(=O)O)n1 (stereo not drawn)
44. COc1ccc(S(=O)(=O)N2CCCCC2)cc1NC(=O)CCNC(=O)c1ccccc1Cl
45. CCc1cccc(OCCN2CCCC2)c1
46. CC(NC(=O)CCNS(=O)(=O)c1ccc2c(c1)oc(=O)n2C)c1ccccc1 (stereo not drawn)
47. O=C1CC2(CC(c3ccc(Cl)cc3)=NO2)C(=O)N1c1ccccc1 (stereo not drawn)
48. Cc1nc2ccc(C(=O)O)cc2c2c1CC(CN)O2 (stereo not drawn)
assay / entry | 41 | 42 | 43 | 44 | 45 | 46 | 47 | 48
PAD4 FP inh | -2 | -2 | 1 | -1 | 9 | -1 | 7 | -3
PAFAH1B3 FP inh | -1 | 2 | 6 | 4 | 3 | 5 | 5 | -1
ZTA counter | 9 | -20 | -1 | -9 | -14 | 10 | -21 | -11
PAFAH2 inh | 2 | -10 | -6 | 0 | -4 | 6 | 5 | 6
LYPLA1 counter | -2 | 1 | -1 | 0 | 1 | -2 | 4 | 3
GSTO1 inh | 9 | -4 | -7 | / | 3 | 6 | 5 | -4
EBNA-1 inhibitor | 3 | -7 | 4 | / | 2 | -1 | -8 | -6
PREPL inh | -3 | -7 | -1 | 7 | -6 | -2 | 14 | 13
LYPLA2 inh | 1 | 0 | 4 | 2 | 9 | -3 | 6 | 0

49. COc1ccc(OCC(=O)NNC(=O)c2ccccc2OCc2c(C)noc2C)cc1
50. CC1CCN(C(=O)N2c3ccccc3Sc3ccccc32)CC1
51. Cc1ccc([C@@H]2CC=C(C(=O)O)[C@H](c3ccc(C(C)(C)C)cc3)N2S(=O)(=O)c2ccc(C)cc2)cc1
52. CCOC(=O)c1c(C)[nH]c(C(=O)N2CCN(C(=O)OCC)CC2)c1C
53. O=C(O)c1ccc(-c2sc(Nc3ccccc3)n[n+]2-c2ccccc2)cc1
54. COc1ccc(-c2cc(C(=O)N3CCCCCC3)no2)cc1OC
55. Cc1cc(C)cc(N(CC(=O)N2CCCCCC2)S(C)(=O)=O)c1
56. Cc1nc2scc(C)n2c(=O)c1S(=O)(=O)NCC1CCN(Cc2ccc(F)cc2)CC1
assay / entry | 49 | 50 | 51 | 52 | 53 | 54 | 55 | 56
PAD4 FP inh | -9 | -1 | -2 | 2 | -6 | 1 | -4 | 2
PAFAH1B3 FP inh | -5 | 2 | -3 | 7 | 5 | -1 | 7 | 5
ZTA counter | -4 | 4 | / | 3 | 0 | 2 | -6 | 14
PAFAH2 inh | -7 | 6 | -1 | 1 | -1 | 15 | 6 | 2
LYPLA1 counter | -1 | 2 | / | -3 | 0 | -1 | 0 | -1
GSTO1 inh | -7 | -6 | / | 3 | -7 | 8 | 0 | 4
EBNA-1 inhibitor | -3 | 1 | / | -7 | 15 | 11 | 1 | -13
PREPL inh | 5 | -1 | 15 | 10 | 6 | -8 | -4 | 11
LYPLA2 inh | -2 | 8 | / | -5 | -4 | 0 | 1 | 8

The list is partial, so the mix of outcomes need not match the whole.
